From PubChem BioAssay
GC-B act: GC-B (human) receptor activation. P20594. HEK293-GC-B cells, CNP EC30, cGMP TR-FRET; 0% at EC30 CNP, 100% saturating CNP. activation, % at 10 µM. 370,000 tested, 0.11% active;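 active = activation at 10 µM reaching about 35% in either raw or pattern-adjusted values, limit read from the data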
ASAP1 inh: inhibitors of human ASAP1 ArfGAP activity; Q9ULH1; ASAP1-stimulated ARF1 GTP hydrolysis, GDP FP detection; inhibition, % at 16.5 µM; 360,000 tested, 0.19% active; AID 624377; in the data active = inhibition above about 25%;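 note: 0% = vehicle with enzyme and substrate and 100% = no enzyme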
Target sequence (Q9ULH1 325-724 limits assumed): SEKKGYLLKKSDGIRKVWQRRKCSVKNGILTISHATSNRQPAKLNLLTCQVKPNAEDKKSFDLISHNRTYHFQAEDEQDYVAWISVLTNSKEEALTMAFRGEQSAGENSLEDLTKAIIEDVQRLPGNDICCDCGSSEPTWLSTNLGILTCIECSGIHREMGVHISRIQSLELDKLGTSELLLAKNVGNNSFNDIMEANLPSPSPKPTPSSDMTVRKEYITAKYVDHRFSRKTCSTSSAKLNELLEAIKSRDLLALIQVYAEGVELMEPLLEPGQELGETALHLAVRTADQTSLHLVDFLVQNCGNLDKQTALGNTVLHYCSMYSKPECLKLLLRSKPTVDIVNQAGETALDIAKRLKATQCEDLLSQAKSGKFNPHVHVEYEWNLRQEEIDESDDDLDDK
HTRA1 inhibitor: inhibitors of human serine peptidase HTRA1. Q92743. recombinant HTRA1, FP-rhodamine activity-based probe, fluorescence polarization. AID 504803. inhibition, % at 5.96 µM. 340,000 tested, 0.5% active; in the data active = inhibition above about 36%;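 note: 0% = enzyme with DMSO and 100% = wells lacking enzyme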
Target sequence (Q92743 whole entry, looked up): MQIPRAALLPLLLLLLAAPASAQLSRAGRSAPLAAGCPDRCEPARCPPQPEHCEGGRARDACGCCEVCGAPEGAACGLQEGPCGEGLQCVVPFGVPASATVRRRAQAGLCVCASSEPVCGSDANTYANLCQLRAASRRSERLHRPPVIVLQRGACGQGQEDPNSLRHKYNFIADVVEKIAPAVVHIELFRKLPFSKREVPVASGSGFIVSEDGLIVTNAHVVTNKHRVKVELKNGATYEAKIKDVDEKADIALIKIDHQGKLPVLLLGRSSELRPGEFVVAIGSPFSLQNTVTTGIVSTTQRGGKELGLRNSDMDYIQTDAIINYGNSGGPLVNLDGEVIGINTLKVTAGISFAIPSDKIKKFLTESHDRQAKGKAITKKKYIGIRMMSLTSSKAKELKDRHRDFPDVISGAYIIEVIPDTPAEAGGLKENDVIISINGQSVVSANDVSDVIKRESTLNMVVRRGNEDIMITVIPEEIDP
NR1D1 modulator: modulators of human Rev-erb alpha DNA binding | P20393 | Rev-erbα–FITC-DNA binding, fluorescence polarization, 90 min | activity, % at 10 µM | 370,000 tested, 0.79% active | AID 1259318;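 active = activity above about 14%, limit read from the data; passing the limit was not always enough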;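 note: 0% = DMSO wells with 35 nM protein and 100% = DMSO wells with 750 nM protein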
SMARCA2 activ: increases SMARCA2 function in MMTV reporter cells; MG213 cells, MMTV-luciferase reporter, dexamethasone, overnight; activation, % at 9.1 µM; 370,000 tested, 1% active; AID 652017; in the data active = activation above about 7.8%;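 note: 0% = vehicle wells and 100% = reference activator wells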
rCAG binder: binds r(CAG) RNA repeats | r(CAG) RNA repeat, TO-PRO-1 dye displacement fluorescence | 370,000 tested, 1.3% active | inhibition, % at 3 µM;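 active = inhibition above the plate cutoff, the mean of all test compounds on that plate plus 3 SD, cut at about 35% in these data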;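 note: 0% = DMSO alone and 100% = 100 µM mitoxantrone as full dye displacement; higher means more dye released from RNA so lower well fluorescence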
PG9 binder: binds the HIV-1 gp120 antibody PG9. TR-FRET gp120-PG9 antibody binding. AID 624416. inhibition, % at 6.7 µM. 360,000 tested, 0.43% active; in the data active = inhibition above about 8.5%
ARFGAP1 inhibitor: inhibits rat ARF GTPase activating protein 1. 360,000 tested, 0.26% active. Q62848. inhibition, % at 16.5 µM. AID 651572. Arfgap1-stimulated ARF1 GTP hydrolysis, GDP FP detection;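 active = inhibition above a per-plate limit, mean inhibition of low control wells plus 3 SD, cut at about 25% in these data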;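 note: 0% = DMSO wells with enzyme and 100% = wells lacking Arfgap1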
Target sequence (Q62848 1-136 limits assumed): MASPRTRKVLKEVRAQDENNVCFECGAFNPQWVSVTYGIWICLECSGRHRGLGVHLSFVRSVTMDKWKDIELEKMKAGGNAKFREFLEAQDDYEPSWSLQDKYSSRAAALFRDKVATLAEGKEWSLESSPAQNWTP
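Material: rat Arfgap1 GAP domain (His6, aa 1-136), purified enzyme. Also added: human ARF1(Δ1-17)-GTP substrate. Compound dosing: 16.5 µM single point, 1.26% DMSO. Timing: enzyme reaction 120 min at 25 °C after 20 min preincubation. Signal: GDP detection by fluorescence polarization. Read-out basis: percent inhibition of GAP-stimulated GDP formation, scaled between DMSO and no-Arfgap1 medians.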
mABHD4 FP: inhibitors of mouse ABHD4. inhibition, % at 8.92 µM. Q8VD66. purified mABHD4, FP-Rh probe fluorescence polarization. 370,000 tested, 0.54% active;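 active = inhibition exceeding the mean over every tested compound plus 3 SD, cut at about 30% in these data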;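 note: 0% = plate median of compound wells and 100% = S159A mutant with DMSO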
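Material: mouse ABHD4 enzyme, wild type; Benchmarks: S159A mutant high control, sample median low control; Buffer or medium: HEPES pH 7.0, NaCl, Pluronic buffer; Signal: fluorescence polarization; Read-out: percent inhibition of probe binding, normalized to plate controls; Timing: pre-incubation 45 min, probe exposure 60 min, at 25 °C; Dosing: 8.92 µM, single dose.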
GC-A act: GC-A (human) enzyme activation. P16066. HEK293 GC-A cells, cGMP TR-FRET, EC30 ANP; 0% at EC30 ANP, 100% saturating ANP. activation, % at 10 µM. 370,000 tested, 0.14% active; in the data active = activation above about 40%
Starred values were filed as active, the others as inactive; . = not tested or not shown; & = joins results of further samples.

SMILES	GC-B act	ASAP1 inh	HTRA1 inhibitor	NR1D1 modulator	SMARCA2 activ	rCAG binder	PG9 binder	ARFGAP1 inhibitor	mABHD4 FP	GC-A act
O=C(/C=C/c1c(Cl)cccc1Cl)NCc1ccccc1	2	-2	3	-2	-4	2	-0.3	-13	7	0
CCN(CC)CCNC(=O)c1cc([N+](=O)[O-])c(N(C)C)cc1OC	1	0	0	4	-5	-3	-1.0	8	1	0
N#CC1=C(N)C2=CCCC[C@H]2[C@H](c2cccc(F)c2)C1(C#N)C#N	0	-5	-9	-3	3	0	-0.9	17	10	7
Nc1ccccc1Sc1ccc(C(F)(F)F)cc1[N+](=O)[O-]	0	2	-11	3	1	4	-1.4	-10	-4	4
CCOC(=O)C1CCN(C(=O)c2cc(C)n(C(C)(C)C)n2)CC1	2	2	2	1	-4	-4	-0.6	-7	-3	3
CCO/C([O-])=N/c1c[n+](N2CCOCC2)no1	2&7	-4&-13	8&0	-6&-7&-3	-4&-6	-1&0	-1.6&-3.3	6&5	8&-8	-2&3
COc1ccc(Nc2nc3c(C)cccn3c(=O)c2C=NCc2ccccc2)cc1	-3	-1	-7	-2	0	5	-0.8	11	-3	5
CC1CCN(C(=O)c2[nH]cnc2C(=O)NCC(=O)OC(C)(C)C)CC1	1	-1	4	-2	2	-7	1.1	-6	-1	-3
CCc1nc2ccc(C(=O)Nc3ccc4c(c3)OCC(=O)N4)cn2c1N(CC)CCOC	1	-3	.	-7	3	0	-1.0	1	1	1
COc1ccc(CNC(=S)N2CCN(S(=O)(=O)c3cccc(F)c3)CC2)cc1	0	-10	-8	4	0	0	-0.7	-16	-3	-2
O=C(Nc1cccc([N+](=O)[O-])c1)C1C2CC/C=C\CCC21 (centres undefined)	-7	-1	-15	-5	1	4	0.9	14	-8	1
CS(=O)(=O)N(CC(=O)Nc1ccc(Br)cc1F)C1CCCCC1	9	-7	-6	-3	-1	-3	-1.9	0	4	7
COCc1ccc(C(=O)N(C)CC2CCCN(CCc3ccccc3F)C2)o1 (centres undefined)	-1	-7	-2	-4	0	-7	-2.1	-10	-10	3
CN(CCC#N)C(=O)COc1ccc(Br)cc1Cl	-3	-2	7	3	1	-2	1.5	3	-3	0
COc1ccccc1NC(=O)CNC(c1ccccc1)c1ccccc1	-3	4	-27	2	-2	0	0.0	8	-23	-12
CN(c1ccccc1)S(=O)(=O)c1cccc(NC(=O)CSc2nncs2)c1	-2	-2	-9	-3	-3	6	1.8	3	3	-1
Cc1nc(CCNC(=O)C2CCC(=O)N(CCc3cccc(F)c3)C2)sc1C (centres undefined)	3	-18	3	-1	-1	-5	-1.0	9	8	2
N#CCCN(C(=O)COc1ccc(Cl)cc1Cl)c1ccccc1	-5	-7	6	4	-2	1	-1.8	-1	-5	3
Cc1ccc(C(=O)NN2C(=O)C3C4c5ccccc5C(c5ccccc54)C3C2=O)cc1 (centres undefined)	2	4	-1	3	0	0	-0.8	8	8	1
CCc1nc2n[nH]c(N)c2c2c1CCCC2	2	-4	2	3	2	0	-2.9	14	0	1

An excerpt of these results, with two lines to a compound:
Value order – GC-B act	ASAP1 inh	HTRA1 inhibitor	NR1D1 modulator	SMARCA2 activ	rCAG binder	PG9 binder	ARFGAP1 inhibitor	mABHD4 FP	GC-A act
> O=C(Nc1cccc([N+](=O)[O-])c1)C1C2CC/C=C\CCC21 (centres undefined)
 : -7	-1	-15	-5	1	4	0.9	14	-8	1
> CS(=O)(=O)N(CC(=O)Nc1ccc(Br)cc1F)C1CCCCC1
 : 9	-7	-6	-3	-1	-3	-1.9	0	4	7
> COCc1ccc(C(=O)N(C)CC2CCCN(CCc3ccccc3F)C2)o1 (centres undefined)
 : -1	-7	-2	-4	0	-7	-2.1	-10	-10	3
> CN(CCC#N)C(=O)COc1ccc(Br)cc1Cl
 : -3	-2	7	3	1	-2	1.5	3	-3	0
> COc1ccccc1NC(=O)CNC(c1ccccc1)c1ccccc1
 : -3	4	-27	2	-2	0	0.0	8	-23	-12
> CN(c1ccccc1)S(=O)(=O)c1cccc(NC(=O)CSc2nncs2)c1
 : -2	-2	-9	-3	-3	6	1.8	3	3	-1
> Cc1nc(CCNC(=O)C2CCC(=O)N(CCc3cccc(F)c3)C2)sc1C (centres undefined)
 : 3	-18	3	-1	-1	-5	-1.0	9	8	2
> N#CCCN(C(=O)COc1ccc(Cl)cc1Cl)c1ccccc1
 : -5	-7	6	4	-2	1	-1.8	-1	-5	3
> Cc1ccc(C(=O)NN2C(=O)C3C4c5ccccc5C(c5ccccc54)C3C2=O)cc1 (centres undefined)
 : 2	4	-1	3	0	0	-0.8	8	8	1
> CCc1nc2n[nH]c(N)c2c2c1CCCC2
 : 2	-4	2	3	2	0	-2.9	14	0	1

New compounds follow:
SMILES	GC-B act	ASAP1 inh	HTRA1 inhibitor	NR1D1 modulator	SMARCA2 activ	rCAG binder	PG9 binder	ARFGAP1 inhibitor	mABHD4 FP	GC-A act
CN(CCc1ccccc1)C(=O)c1cccc(NC(=O)Cc2cccc(NC(=O)C3CCCN(C(=O)C4CCC4)C3)c2)c1 (centres undefined)	5	-10	-1	-3	-4	6	-1.4	7	-2	0
CCN(CC)S(=O)(=O)c1cc(C(=O)OC)ccc1Cl	1	10	-1	-5	2	-2	0.0	7	0	-5
COC(=O)[C@]12C[C@H](CC(=O)NCc3cccs3)C(=O)N(Cc3ccc4c(c3)OCO4)C1=C[C@H](C(C)(C)C)O[C@@H]2C	-7	-9	.	-5	-8	3	-0.7	-3	-6	-7
O=C(NCCc1csc(-c2cccnc2)n1)c1ccc(Br)o1	-6	7	-3	1	1	4	-2.2	7	-2	0
O=C(Cn1nnc(-c2ccccc2F)n1)Nc1ccc(F)cc1F	-11	.	.	-1	-2	-1	.	.	6	7
CCOC(=O)N[C@H](C(=O)N1CCC[C@H]1C(=O)NCCc1ccccc1Cl)C1CCCCC1	-1	-19	.	2	0	0	-3.4	1	1	1
CCOC(=O)N1CCC(NC(=O)CS(=O)(=O)Cc2nc(-c3ccc(C)cc3)oc2C)CC1	-1	5	1	-1	0	1	-1.1	3	8	-6
C[C@H](NC(=O)CCCOc1ccc(Cl)cc1Cl)c1nnc2ccccn12	2	-16	-1	-2	-4	-5	-1.6	-5	-4	7
O=C(NCCCn1ccnc1)c1ccc(Br)s1	1	-2	-3	1	0	-1	-0.2	-2	-3	0
COc1ccc(CNC(=O)CSc2nnc3nc(C)cc(C)n23)cc1OC	0	-2	4	-2	-4	3	0.2	-5	7	5
C[C@H](CO)N1C[C@H](C)[C@@H](CN(C)C(=O)c2ccc(F)cc2)Oc2cc(Br)ccc2S1(=O)=O	-5	-7	2	1	-1	3	0.8	1	10	1
CNS(=O)(=O)c1ccc(NC(=S)Nc2ccc3c(c2)OCO3)cc1	2	7	1	2	9.0*	2	0.4	8	2	8
C[C@H]1[C@@H](NC(=O)Cc2ccsc2)CC[C@@]23CCCN2C(=O)CCC[C@@H]13	2	.	.	2	.	.	.	.	0	0
CCOC(=O)/C(C#N)=C\c1cc(OC)c(OC)cc1[N+](=O)[O-]	-4	-6	1	-5	-4	-1	-3.5	1	7	-9
COC(=O)c1ccc(NC(=O)c2ccc(OC(C)=O)c(OC)c2)cc1	7	0	13	-6	2	-1	0.5	-1	-6	-6
O=c1c2cc(Cl)ccc2nc(-c2ccc(Cl)c(Cl)c2)n1O	2	9	10	-1	-1	2	0.9	-5	-1	-5
COC(=O)Nc1ccc(S(=O)(=O)N2CCC(C(=O)NC3CCCCC3)CC2)cc1	-1	7	2	0	0	0	-0.3	-8	1	-1
Cc1cccc(NC(=O)c2ccc(OCC(=O)NCc3ccccc3)cc2)c1C	-1	12	-3	-1	0	-6	-1.9	-4	-1	3
CN1C(=O)/C(=C/c2ccccc2OCc2ccc(C(=O)O)cc2)NC1=S	-5	0	6	-1	4	10	-5.8	-3	-3	-1
Cc1ccc2nc(Cn3cc(C(F)(F)F)ccc3=O)cc(=O)n2c1	3	-5	3	3	0	-4	2.0	2	-1	0
COc1cc(/C=N\Nc2ccc([N+](=O)[O-])cc2)ccc1OCC(=O)Nc1ccc(C)c(C)c1	1	10	-2	-25	-1	5	0.2	-17	0	0
CN(c1ccccc1)S(=O)(=O)c1cccc(C(=O)NCc2ccccc2)c1	-4	-1	-13	7	-2	1	-0.2	-1	-4	-1
CC(C)(O)C#Cc1cccc(-c2nc(C(=O)NCCCN3CCOCC3)cc3c2[C@H](CCO)N(S(=O)C(C)(C)C)C3)c1 (some centres undefined)	-4	0	.	-4	1	2	-0.8	6	-4	0
O=C(Nc1ccc(OC(=O)c2cccs2)cc1)c1ccco1	2	-2	-4	5	-5	3	0.1	6	-8	-1
O=C(N/N=C/c1ccccc1C(=O)O)c1cccc(S(=O)(=O)Nc2cc(Cl)ccc2Cl)c1	2	-5	-33	2	0	49*	-1.0	-11	-12	0
CSc1ccccc1-c1nnc(-c2ccc(Cl)cc2Cl)o1	-1	4	-4	13	2	7	1.3	-9	-1	2
Cc1ccc(/C(O)=C2/C(=O)C(=O)OC2c2ccc(Cl)cc2)cc1 (centres undefined)	4	8	-3	-2	7	9	7.3	7	3	1
O=c1cc(CN2CCN(c3ccc(Cl)c(Cl)c3)CC2)c2c(ccc3ccccc32)o1	-8	9	.	2	3	8	-0.7	-8	-1	0
N[C@H](C(=O)N1CCC[C@@H]1C(=O)N1CCC2CCN(S(=O)(=O)c3ccccc3)CC21)c1ccccc1 (some centres undefined)	-2	.	.	-3	-3	2	.	.	-6	-1
Cc1ccc(NC(=O)CSc2n[nH]c(C)c2[N+](=O)[O-])cc1	-1	10	-5	-4	0	6	1.2	4	-8	0
COc1ccc(NC(=O)CSc2nc3c(c(=O)n2-c2ccccc2)SCC3)c(OC)c1	5	-12	6	3	-2	3	-1.8	7	2	3
Cc1cccc(NC2=NCC(=O)N2Cc2cccs2)c1	-4	11	2	-1	1	-2	-2.6	8	1	1
Cc1cc(C)c2c(N)c(S(=O)(=O)c3ccccc3)sc2n1	9	5	-8	0	-6	2	-1.5	8	-5	8
O=C(NCc1ccncc1)Nc1cccc(Cl)c1	-4	7	4	0	-4	3	0.5	17	0	-1
Cc1ccccc1-n1c(-c2ccc3ccccc3n2)n[nH]c1=S	-4	-3	-3	2	0	9	-1.2	-8	3	1
NC(=O)CCCc1nc(-c2ccccc2Cl)no1	0	-3	-2	2	4	2	-0.9	2	-11	0
